Neddylation inh: inhibitors of cullin neddylation, primary screen, biochemical, TR-FRET, uHTS, NAE and Ubc12; calls only at 25 µM; hit rate 0.58% among 360,000; AID 651699, 2012; NEDD8-conjugating enzyme Ubc12 (Homo sapiens) + NEDD8-activating enzyme E1 regulatory …; in the data active means inhibition above about 36%
Target sequence (P61081 whole entry, looked up): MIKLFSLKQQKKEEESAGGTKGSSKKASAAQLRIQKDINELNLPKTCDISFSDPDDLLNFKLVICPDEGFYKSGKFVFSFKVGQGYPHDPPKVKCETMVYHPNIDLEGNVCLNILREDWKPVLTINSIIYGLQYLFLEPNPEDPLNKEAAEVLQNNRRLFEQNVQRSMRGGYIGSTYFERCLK
Target sequence (Q13564 whole entry, looked up): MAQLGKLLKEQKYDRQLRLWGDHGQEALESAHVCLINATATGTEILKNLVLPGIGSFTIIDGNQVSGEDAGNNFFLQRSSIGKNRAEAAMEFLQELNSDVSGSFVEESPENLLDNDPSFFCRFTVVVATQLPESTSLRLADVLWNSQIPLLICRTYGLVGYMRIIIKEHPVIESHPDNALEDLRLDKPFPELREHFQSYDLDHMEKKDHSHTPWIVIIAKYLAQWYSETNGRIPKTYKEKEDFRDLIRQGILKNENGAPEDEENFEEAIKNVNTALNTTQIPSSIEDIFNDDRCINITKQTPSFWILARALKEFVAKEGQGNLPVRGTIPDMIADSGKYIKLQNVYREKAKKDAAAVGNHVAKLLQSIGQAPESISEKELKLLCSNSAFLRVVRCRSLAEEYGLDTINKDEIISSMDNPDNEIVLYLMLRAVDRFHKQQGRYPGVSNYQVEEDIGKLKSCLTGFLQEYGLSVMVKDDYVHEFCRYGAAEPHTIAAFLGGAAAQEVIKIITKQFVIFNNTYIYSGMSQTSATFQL
SUMO1-SIM PPI: modulators of SUMO1 protein-protein interactions, primary screen, biochemical, uHTS; inhibition, % at 20 µM; SUMO1 binding to a labelled peptide, TR-FRET, 1 h; hit rate 0.33% among 360,000; AID 602429, 2012; in the data active means inhibition above about 37%
Target sequence (P63165 whole entry, looked up): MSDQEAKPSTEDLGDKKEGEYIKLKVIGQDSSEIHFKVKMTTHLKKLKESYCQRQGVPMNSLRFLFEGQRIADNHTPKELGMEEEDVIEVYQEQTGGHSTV
LMPTP inh: LMPTP phosphatase inhibitors, primary screen, biochemical, fluorescence intensity, uHTS. Low molecular weight phosphotyrosine protein phosphatase (Homo sapiens), P24666. recombinant LMPTP-A, OMFP fluorogenic substrate. inhibition, % at 20 µM. hit rate 0.22% among 360,000;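 active means compounds that cut the enzyme signal by at least half of the control window in the single-dose screen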;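 further: plate controls were DMSO wells with enzyme plus substrate for no effect and substrate without enzyme for full effect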
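Test system: LMPTP-A phosphatase enzyme. Amount: LMPTP-A at 0.625 nM final in the reaction. Reagent: OMFP substrate, 400 µM final. Times: 50 min at room temperature. Signal: endpoint fluorescence intensity from OMFP dephosphorylation. Read-out basis: % inhibition. Benchmarks: no-enzyme and uninhibited controls.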
Rin1 Abl inh: inhibitors of Rin1-Abl protein binding, primary screen, biochemical, TR-FRET; inhibition, % at 7.35 µM; AID 588664, 2011; hit rate 0.4% among 360,000; Tyrosine-protein kinase ABL1 (Homo sapiens) + Ras and Rab interactor 1 (Homo sapiens), …; in the data active means inhibition above about 5%, passing the limit was not always enough
Scp-1 inhibitor: Scp-1 phosphatase inhibitors, primary screen, biochemical, colorimetric, uHTS | inhibition, % at 20 µM | Carboxy-terminal domain RNA polymerase II polypeptide A small phosphatase 1 (Homo … | hit rate 0.88% among 340,000 | Recombinant Scp1, phosphopeptide, malachite green phosphate absorbance;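 active means inhibition above about 50% at 20 µM, limit read from the data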;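 further: plate controls were DMSO wells with enzyme for no effect and wells lacking enzyme for full effect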
Target sequence (Q9GZU7 76-261 limits assumed): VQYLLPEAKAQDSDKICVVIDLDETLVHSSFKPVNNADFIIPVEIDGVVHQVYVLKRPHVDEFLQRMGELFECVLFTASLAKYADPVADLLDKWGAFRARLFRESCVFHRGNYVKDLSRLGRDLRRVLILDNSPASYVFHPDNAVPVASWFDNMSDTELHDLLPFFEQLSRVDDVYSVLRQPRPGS
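assay system = SCP-1 phosphatase catalytic domain, residues 76-261 | buffer or medium = 50 mM Tris acetate pH 5.5, 0.005% Tween-20, 10 mM MgCl2 | incubation = enzyme reaction 45 min at room temperature, colour 5 min, stabilisation 30 min | signal = Phosphate-binding colour reagent, absorbance read at 630 nm | measure = % inhibition at 20 µM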
DNMT1 block: human DNMT1 methyltransferase inhibitors, primary screen, biochemical, molecular beacon, fluorescence, HinP1I cleavage, uHTS. hit rate 0.83% among 360,000. DNA (cytosine-5)-methyltransferase 1 (Homo sapiens), P26358. inhibition (reported as % activation of signal), % at 10 µM; in the data active means inhibition above about 50%
NadD inh: inhibitors of S. aureus NadD, primary screen, biochemical, colorimetric, uHTS | Nicotinate-nucleotide adenylyltransferase NadD (Staphylococcus aureus N315) | purified NadD enzyme, colorimetric absorbance read-out | inhibition, % at 20 µM | hit rate 0.78% among 360,000 | AID 602399, 2012; in the data active means inhibition above about 26%; further: some compounds past the cut are filed as inactive
STEP block: STEP phosphatase inhibitors, primary screen, biochemical, fluorescence intensity, uHTS | hit rate 0.25% among 360,000 | recombinant STEP, OMFP fluorogenic substrate | AID 588621, 2011 | inhibition, % at 20 µM;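 active means inhibition at 20 µM, scaled per plate between control wells, above about 37%, limit read from the data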;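 further: 0% = DMSO with enzyme and substrate and 100% = substrate only without enzyme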
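System: STEP (striatal-enriched tyrosine phosphatase) enzyme, cell-free; medium: Bis-Tris pH 6.0 buffer with DTT, detergent; dosing: 20 µM, 1% DMSO; times: reaction 20 min, ambient temperature; detection: fluorescence, 480/540 nm; read-out basis: normalized % inhibition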
Rpn11 inh: Rpn11 (PSMD14) deubiquitinase inhibitors, primary screen, biochemical, fluorescence polarization, uHTS. human 26S proteasome, Ub4-pepOG fluorescence polarization; 20S core pre-blocked with epoxomicin. calls only at 20 µM. hit rate 0.59% among 360,000. AID 588493, 2011;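 active means inhibition at 20 µM, scaled to each plate's controls, above about 33%, limit read from the data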
CSN inh: inhibitors of CSN-mediated cullin deneddylation, primary screen, biochemical, fluorescence polarization, uHTS. COP9 signalosome complex subunit 5 (Homo sapiens), Q92905. Purified CSN, SCF-Nedd8-OG deneddylation. inhibition, % at 12.5 µM. hit rate 0.38% among 360,000. AID 651999, 2013;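 active means pattern-corrected inhibition above about 35%, with an unprinted fluorescence ratio check between 0.5 and 1.5, limit read from the data, passing the limit was not always enough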;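 further: 0% = enzyme with substrate and 100% = substrate without enzyme; some results filed as inactive read as strong as hits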
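Material: purified human Csn5 enzyme expressed in HEK293T cells / Medium: Tris buffer pH 7.5, NaCl, DTT, Tween-20, trehalose, ovalbumin / Compound dosing: 12.5 µM single point / Schedule: 90 min incubation of compound, enzyme and substrate at room temperature / Signal: fluorescence polarization of the substrate / Control set: no-enzyme wells high, enzyme-with-substrate wells low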
An asterisk follows results filed as active; i = inactive; x = not tested or not shown; + = active, no number.

SMILES | Neddylation inh | SUMO1-SIM PPI | LMPTP inh | Rin1 Abl inh | Scp-1 inhibitor | DNMT1 block | NadD inh | STEP block | Rpn11 inh | CSN inh
COc1ccc(C)cc1N(CC(=O)Nc1cccnc1)S(=O)(=O)c1ccc(C)cc1 | i | 0 | 1.0 | 2 | 3 | 1 | -3 | -1 | i | 4
Nc1c2c(nc3sc4c(c13)CCCC4)CCCCCC2 | i | -4 | 4.3 | 0 | 3 | 37 | 9 | 4 | i | 8
Cc1nn(-c2cccc(C(F)(F)F)c2)c(=O)c2ccccc12 | i | 6 | 1.4 | 0 | -14 | 5 | 1 | -2 | i | 1
N#CC1=C(N)N(c2ccccc2)C2=C(C(=O)CCC2)C1c1ccsc1 (configuration not stated) | i | -10 | 1.0 | -1 | -9 | -15 | 0 | 3 | i | 1
COC(=O)c1nonc1NCn1nnc2ccccc21 | i | -2 | -2.0 | 1 | -6 | 2 | 5 | 0 | i | -3
Cc1c(C(=O)OCC(=O)N2CC(C)OC(C)C2)oc2ccc(Br)cc12 (configuration not stated) | i | 2 | -1.2 | 3 | -11 | -2 | 0 | 1 | i | 2
O=C(CSc1nc2c(cnn2-c2ccccc2)c(=O)[nH]1)NC1CCS(=O)(=O)C1 (configuration not stated) | i | 1 | -4.6 | 2 | -3 | 3 | 1 | -3 | i | 5
CN(C(=S)Nc1cccnc1)c1ccc(O)cc1 | i | -4 | 13 | -1 | -3 | -9 | 3 | 2 | i | 4
N#C/C(=C\c1ccc(-c2ccccc2C(=O)O)o1)c1nc2ccccc2[nH]1 | i | 1 | 1.0 | -1 | 4 | 14 | -2 | 1 | x | 24
Cn1ccsc1=NC(=O)c1cccc(C#N)c1 | i | 8 | 0.0 | -1 | -4 | 0 | -6 | 2 | i | -3
CC(=O)C1=C(C)OC(N)=C(C#N)C1c1ccncc1 (configuration not stated) | i | -4 | 1.2 | -1 | 2 | -2 | -5 | -4 | i | -10
CCCCCC1CC(CC(=O)O)C(=O)O1 (configuration not stated) | i | 0 | -1.4 | 2 | -3 | 1 | -2 | 2 | i | 5
Cc1nc(-c2ccc(O)c(O)c2)cs1 | i | 2 | -1.4 | -1 | -4 | 0 | -4 | -1 | i | 0
O=C(O)CC1SC(=Nc2cccc(C(F)(F)F)c2)NC1=O (configuration not stated) | i | 0 | -1.4 | -2 | -4 | 3 | 1 | -1 | i | 1
O=c1c([N+](=O)[O-])c(N2CCOCC2)c2ccccc2n1Cc1ccccc1 | i | -15 | 0.8 | 2 | -8 | 0 | -6 | 1 | i | 5
CCCOc1ccc(-c2c(C(=O)N/N=C/c3ccccc3OCC)nnn2-c2nonc2N)cc1 | i | 2 | 1.2 | 0 | 17 | 13 | 11 | 0 | i | -1
O=C(N/N=C/c1cccc2ccccc12)c1cc(C2CC2)[nH]n1 | i | -12 | 1.6 | -7 | -11 | -3 | -3 | -3 | i | -1
COC(=O)c1cc(C(=O)OCC(=O)NC2CCS(=O)(=O)C2)cc([N+](=O)[O-])c1 (configuration not stated) | i | -21 | -2.7 | 0 | -5 | 0 | 0 | 18 | i | -7
O=C(O)c1ccc(Nc2nc(-c3cccnc3)cs2)cc1O | i | 4 | 2.4 | -3 | 4 | 0 | -1 | -5 | i | 4
Cc1cc(C)cc(N2C(=O)CC(n3ccnc3)C2=O)c1 (configuration not stated) | i | 1 | -2.8 | 0 | -9 | 1 | 8 | -1 | i | -1

Quoted from the listing:
Entry for `N#C/C(=C\c1ccc(-c2ccccc2C(=O)O)o1)c1nc2ccccc2[nH]1` under STEP block: 1
Entry for `O=C(O)c1ccc(Nc2nc(-c3cccnc3)cs2)cc1O` under STEP block: -5

New compounds follow
SMILES | Neddylation inh | SUMO1-SIM PPI | LMPTP inh | Rin1 Abl inh | Scp-1 inhibitor | DNMT1 block | NadD inh | STEP block | Rpn11 inh | CSN inh
CN(C)CCOC(=O)CC12CC3CC(C1)CC(CC(=O)OCCN(C)C)(C3)C2 | i | 0 | -1.6 | 0 | -3 | 2 | 6 | 0 | i | 3
NC(=O)c1oc2ccccc2c1NC(=O)C1COc2ccccc2O1 (configuration not stated) | i | 2 | -1.2 | -2 | -3 | 0 | -1 | -1 | i | -4
CC(=O)NC(CC(=O)NC12CC3CC(CC(C3)C1)C2)c1ccccc1 (configuration not stated) | i | 2 | 0.5 | 1 | -8 | -3 | -2 | 0 | i | -1
CCCCCCC(=O)c1c(C)[nH]c(C(=O)OCC)c1C | i | 5 | 2.4 | 2 | -8 | 3 | 4 | -1 | i | 2
O=[N+]([O-])c1nn(-c2ccc3c(c2)OCCO3)n(O)c1=NCc1ccc(F)cc1Cl | i | -20 | 0.9 | -3 | -14 | 29 | -5 | 0 | i | 5
CC1CCCC(NC(=O)CCC(=O)c2ccc(F)cc2)C1C (configuration not stated) | i | -3 | 5.1 | -3 | -11 | 8 | -3 | 1 | i | 2
O=c1ccn([C@@H]2O[C@H](CNCc3ccc(-n4cccn4)cc3)[C@@H](O)[C@H]2O)c(=O)[nH]1 | i | 2 | -1.7 | -4 | -8 | 2 | 3 | 2 | i | 8
Cc1cccc2c1c1ccc3c(c1n2C)C(=O)C=CC3=O | i | 1 | 22 | 2 | 2 | -18 | 50* | 5 | + | 12
CCOc1ccc(C2C(C(=O)c3ccco3)=C(O)C(=O)N2Cc2cccnc2)cc1 (configuration not stated) | i | -8 | -1.9 | -1 | 2 | 0 | 4 | 2 | i | -1
CN(C)c1ccc(C(=O)OCC(=O)Nc2cccc(S(=O)(=O)N3CCCC3)c2)cc1 | i | 2 | 1.2 | -1 | -2 | -6 | -1 | 2 | i | 0

Compound profiles (already shown). Order of values: Neddylation inh, SUMO1-SIM PPI, LMPTP inh, Rin1 Abl inh, Scp-1 inhibitor, DNMT1 block, NadD inh, STEP block, Rpn11 inh, CSN inh
Listed for `CCOc1ccc(C2C(C(=O)c3ccco3)=C(O)C(=O)N2Cc2cccnc2)cc1` (configuration not stated) → i, -8, -1.9, -1, 2, 0, 4, 2, i, -1
Listed for `NC(=O)c1oc2ccccc2c1NC(=O)C1COc2ccccc2O1` (configuration not stated) → i, 2, -1.2, -2, -3, 0, -1, -1, i, -4
Listed for `O=c1ccn([C@@H]2O[C@H](CNCc3ccc(-n4cccn4)cc3)[C@@H](O)[C@H]2O)c(=O)[nH]1` → i, 2, -1.7, -4, -8, 2, 3, 2, i, 8

Next section
SMILES | Neddylation inh | SUMO1-SIM PPI | LMPTP inh | Rin1 Abl inh | Scp-1 inhibitor | DNMT1 block | NadD inh | STEP block | Rpn11 inh | CSN inh
CN(C)/C=N/c1sc2c(c1C#N)CCCC2 | i | -9 | 1.7 | -3 | 5 | 0 | 2 | 2 | i | -8
O=S(=O)(CCc1nc2ccccc2[nH]1)c1ccc(Cl)cc1 | i | -1 | -0.4 | 3 | -3 | -4 | 2 | 0 | i | 0
O=C(Cc1ccc(Cl)cc1)Nc1ccc(Br)cc1 | i | 0 | 1.2 | 1 | -4 | 1 | -2 | -2 | i | 5
O=C(CCSc1ccc(Cl)cc1)c1cccs1 | i | 0 | 2.8 | -1 | -8 | 5 | -7 | 14 | i | 1
CN(C)C(=O)c1ccc(-c2nnc(OCc3nc4ccccc4n3C)c3ccccc23)cc1 | i | 5 | -0.9 | -1 | 1 | 1 | -4 | -1 | i | 0
CCCCC(CC(C)O)c1n[nH]c(=S)n1-c1ccccc1 (configuration not stated) | i | 2 | -0.7 | -3 | -2 | 8 | -4 | -1 | i | -4
CCNC(=O)/C(=C/c1cccc([N+](=O)[O-])c1)NC(=O)c1ccc(C)cc1 | i | -19 | -0.6 | -1 | -5 | 9 | -4 | 2 | i | -3
O=C1CC(=C2c3ccccc3-c3ccccc32)C(=O)N1CCN1CCN(c2ccccc2)CC1 | i | -4 | 1.4 | -3 | 6 | 12 | 38* | 4 | i | -3
CCOC(=O)N1CCN(C(=O)C2CCN(S(=O)(=O)N3CCC4(CC3)OCCO4)CC2)CC1 | i | 2 | 0.4 | 4 | -5 | 2 | -5 | -1 | i | -3
COc1cccc(C(=O)Nc2cc(NC(=O)c3ccco3)ccc2OC)c1 | i | -2 | 0.2 | -1 | -5 | 2 | -9 | -1 | i | 2
CCOC(=O)CSc1nnc(CNc2nc(-c3ccccc3)cs2)n1C | i | 3 | -2.0 | 1 | -2 | -3 | -1 | -2 | i | 1
COc1ccc(CCNC(=O)C2CC(c3ccc([N+](=O)[O-])cc3)=NO2)cc1 (configuration not stated) | i | -33 | -1.3 | 2 | -8 | 0 | -4 | -1 | i | 5
CCOC(=O)c1c(C)[nH]c(C(=O)OCC(=O)Nc2ccccc2)c1C | i | 1 | -0.3 | -2 | -1 | 7 | -7 | -4 | i | -9
CC1(C)CC(=O)C(N=Nc2ccc(Br)cc2)=C(O)C1 | i | -29 | 0.8 | 1 | -4 | 3 | -6 | 1 | i | -3
NC(=O)COC(=O)[C@@H]1CC(O)CN1S(=O)(=O)c1ccc2c(c1)OCCO2 (some centres not stated) | i | 2 | -0.7 | 1 | -4 | 1 | -1 | -2 | i | -1
Cc1ccc2nc(-c3ccc(NC(=O)CSc4nccc(=O)[nH]4)cc3)sc2c1 | i | 7 | -0.7 | 2 | -1 | -11 | 8 | 0 | i | 4
C=CCc1c(C)nc(SC)nc1Nc1ccc(C(C)=O)cc1 | i | 2 | 0.6 | 1 | 0 | -9 | 2 | 0 | i | 4
CC(C)CC(N)c1csc(Nc2ccc(C(=O)c3ccccc3)cc2)n1 (configuration not stated) | i | -39 | -0.5 | -2 | x | -15 | 6 | 3 | i | -1
COc1ccc(COC(=O)c2ccc(Br)c(S(=O)(=O)N3CCOCC3)c2)cc1F | i | -1 | 1.2 | -6 | -12 | 1 | -5 | 0 | i | -3
Cc1ccc2nc3c(cc(C(=O)NCCc4ccccc4)c(=N)n3CCCN3CCOCC3)c(=O)n2c1 | x | -35 | 4.3 | -3 | -3 | 1 | -4 | 2 | i | 2
CCn1ccc(-c2ccccc2)c(C#N)c1=O | i | -7 | 1.0 | -1 | -4 | 0 | 1 | -2 | i | -4
Cc1cc2nc3c(=O)[nH]c(=O)[nH]c3nc2c([N+](=O)[O-])c1N | i | 100* | 10 | -4 | 72* | 111* | 5 | -9 | i | -80

Source: PubChem BioAssay (several laboratories)
